GLD-1 TGE inh = GLD-1/TGE RNA complex disruptors, primary screen, biochemical, fluorescence polarization; purified GLD-1 + fluorescein TGE RNA; Female germline-specific tumor suppressor gld-1 (Caenorhabditis elegans), Q17339; inhibition, % at 5.96 µM; 320,000 compounds, 0.44% hits;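 active = percent inhibition above a per-plate cutoff, the plate mean of test compounds plus 3 SD, cut at about 30% in these data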;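 also: 0% = DMSO wells with GLD-1 and probe and 100% = wells lacking GLD-1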
Target sequence (Q17339 whole entry, looked up): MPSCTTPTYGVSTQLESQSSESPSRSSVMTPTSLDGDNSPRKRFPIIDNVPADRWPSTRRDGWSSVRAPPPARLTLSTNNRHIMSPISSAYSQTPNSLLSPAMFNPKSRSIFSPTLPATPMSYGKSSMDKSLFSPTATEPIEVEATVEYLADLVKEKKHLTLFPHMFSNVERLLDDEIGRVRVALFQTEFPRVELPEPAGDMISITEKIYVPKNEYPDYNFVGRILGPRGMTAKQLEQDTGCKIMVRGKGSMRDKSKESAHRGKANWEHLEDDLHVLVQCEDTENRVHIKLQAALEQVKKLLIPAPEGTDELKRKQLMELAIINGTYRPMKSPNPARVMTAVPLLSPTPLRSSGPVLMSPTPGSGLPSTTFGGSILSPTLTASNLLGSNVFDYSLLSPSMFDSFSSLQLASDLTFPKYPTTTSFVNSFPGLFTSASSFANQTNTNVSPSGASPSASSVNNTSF
VLA-4 inh = inhibition in human VLA-4 binding assay, primary screen, VLA-4 allosteric modulator project, MLPCN library, flow cytometry, VLA-4 expressing cells | Integrin alpha-4 (Homo sapiens), P13612 | ligand binding flow cytometry | inhibition, % (about 7 µM as worked out from the volumes in the protocol) | 330,000 compounds, 0.2% hits | AID 2557, 2010; in the data active = inhibition above about 50%
Yeast superoxide = reduction of superoxide in aged yeast, primary screen, HTS. S. cerevisiae aged cells, superoxide DHE fluorescence; stronger effect = lower value. superoxide response (% of plate mean), % at 10 µM. 330,000 compounds, 0.18% hits. AID 2690, 2010;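 active = superoxide response under a set limit, about three screen SD below normal, cut at about 65% in these data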;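 also: yeast aged for seven days with compound at 30 °C before DHE staining; 100% = average MFI of all compound-treated wells on the plate with controls excluded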
GRK2 inh = compounds blocking aptamer binding on GRK2 – biochemical, human GRK2, bead flow cytometry, HTS, primary screen. FAM-aptamer displacement from GRK2. 330,000 compounds, 0.59% hits. AID 488847, 2010. inhibition of aptamer binding, % at 10 µM. Beta-adrenergic receptor kinase 1 (Homo sapiens), P25098;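 active = inhibition of aptamer binding above 40%, roughly 3 SD of noise, on plates passing a quality check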;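 also: median bead fluorescence of bound FAM aptamer so fluorescent compounds give negative values; no value below 0 was filed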
CIT2-GFP yeast = modulators of CIT2-GFP expression in yeast, primary screen, S. cerevisiae, GFP fusion, multiplex flow cytometry, MLPCN library. S. cerevisiae CIT2-GFP strain, 3 h; 100 means same as DMSO wells. GFP response vs DMSO, % at 10 µM. 320,000 compounds, 0.065% hits;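 active = GFP response relative to DMSO above a set limit, near the screen mean plus 3 SD, cut at about 150% in these data; inconclusive = Fewer than 70 cells measured for a yeast strain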;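 also: ratio of well median GFP fluorescence to mean of DMSO wells on the plate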
MEX-5 binding = MEX-5 zinc finger RNA-binding disruptors – biochemical, C. elegans, fluorescence polarization, MLPCN library, primary screen. Zinc finger protein mex-5 (Caenorhabditis elegans), Q9XUB2. MEX-5/FITC-TCR2 RNA binding; stronger effect = lower value. activity score (negative = inhibition of binding), % at 10 µM. 300,000 compounds, 0.38% hits;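 active = inhibition past about -25% in most replicates, and total fluorescence under double the plate's negative control median, limit read from the data; inconclusive = replicates evenly split on the limit, or fluorescence at least double controls; inactive = too little inhibition in most replicates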;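 also: 0% = DMSO and -100% = 5 µM competing unlabeled TCR2 RNA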
AGP1 TOR yeast = modulators of AGP1-GFP expression in yeast TOR pathway, primary screen, cell-based, multiplex flow cytometry, S. cerevisiae, MLPCN library; 3 h; GFP as percent of DMSO wells; GFP response vs DMSO, % at 10 µM; 320,000 compounds, 0.02% hits;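 active = GFP response relative to DMSO above a set limit, near screen average plus 3 SD, cut at about 150% in these data; inconclusive = fewer than 70 cells counted for the yeast strain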;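 also: median GFP channel fluorescence of the gated AGP1 strain per well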
MCL1 BIM primary = inhibitors of MCL1 binding to BIM-BH3, primary screen, biochemical, fluorescence polarization; Induced myeloid leukemia cell differentiation protein Mcl-1 (Homo sapiens), Q07820; GST-MCL1 / FITC-Bim-BH3 fluorescence polarization; inhibition, % at 10.9 µM; 320,000 compounds, 0.68% hits;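 active = inhibition above the mean inhibition of all tested compounds plus 3 SD, set per campaign, cut at about 40% in these data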;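 also: 0% = DMSO wells and 100% = unlabeled Bim-BH3 peptide control; higher means more loss of mP so more displacement of Bim peptide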
Target sequence (Q07820 whole entry, looked up): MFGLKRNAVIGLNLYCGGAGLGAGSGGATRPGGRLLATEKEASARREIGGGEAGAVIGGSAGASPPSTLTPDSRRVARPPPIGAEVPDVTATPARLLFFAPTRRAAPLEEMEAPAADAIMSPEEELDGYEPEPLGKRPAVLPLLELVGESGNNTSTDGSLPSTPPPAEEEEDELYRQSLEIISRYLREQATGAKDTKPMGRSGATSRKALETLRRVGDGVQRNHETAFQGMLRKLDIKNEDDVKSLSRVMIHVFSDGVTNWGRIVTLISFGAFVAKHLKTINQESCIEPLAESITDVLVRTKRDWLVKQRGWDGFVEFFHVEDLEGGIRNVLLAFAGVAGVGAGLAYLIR
BCLXL inh = inhibitors of human Bcl-xL, primary screen, biochemical, fluorescence polarization, HTS | inhibition, % at 10.9 µM | 320,000 compounds, 0.7% hits | Bcl-2-like protein 1 (Homo sapiens), Q07817 | GST-Bcl-xL / FITC-Bim BH3 peptide fluorescence polarization | AID 2129, 2009;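 active = inhibition above the mean of all tested compounds plus 3 SD, cutoff set per campaign, cut at about 30% in these data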;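 also: 0% = DMSO wells and 100% = unlabeled Bim-BH3 peptide competitor; inhibitors lower millipolarization by displacing the labeled peptide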
Target sequence (Q07817 whole entry, looked up): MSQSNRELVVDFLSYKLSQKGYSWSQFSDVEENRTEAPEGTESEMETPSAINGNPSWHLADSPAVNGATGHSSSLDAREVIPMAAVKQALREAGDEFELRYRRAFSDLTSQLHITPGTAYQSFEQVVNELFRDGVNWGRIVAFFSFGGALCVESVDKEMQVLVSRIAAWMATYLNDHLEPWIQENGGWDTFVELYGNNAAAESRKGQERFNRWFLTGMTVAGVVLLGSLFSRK
Starred values were filed as active, the others as inactive; u = inconclusive; x = no result given.

SMILES	GLD-1 TGE inh	VLA-4 inh	Yeast superoxide	GRK2 inh	CIT2-GFP yeast	MEX-5 binding	AGP1 TOR yeast	MCL1 BIM primary	BCLXL inh
O=C(OCCOCCN=C1NS(=O)(=O)c2ccccc21)c1ccccc1	7	6	103	0	106	0.4	109	5	3
O=C(NCc1ccncc1)C(=O)Nc1nc2ccccc2s1	1	2	104	3	101	-3.0	96	-10	-7
COc1ccc(CN2CCNC(=O)C2CC(=O)NCCc2nc(C)c(C)s2)cc1C (centres undefined)	11	11	94	0	99	2.0	99	18	16
COC(=O)C1C2C=CC3(CN(CCc4ccccc4)C(=O)C13)O2 (centres undefined)	2	8	99	1	91	-0.1	93	1	3
COc1ccc(C(CNC(=O)C2COc3ccccc3O2)N2CCCC2)cc1 (centres undefined)	10	0	90	0	97	x	102	4	5
O=C(Nc1ccc2ccccc2c1)N1CCN(c2ncccc2C(F)(F)F)CC1	-5	-10	99	0	86	2.2	95	6	3
O=C(COC(=O)C1=COCCO1)Nc1cc(S(=O)(=O)N2CCCCC2)ccc1Cl	-3	15	93	0	106	0.6	109	-8	-2
O=c1c2c(-c3cccs3)csc2ncn1/N=C/c1ccccn1	1	6	96	0	83	-1.2	100	1	4
Cc1ccc(CNC(=O)C(=O)NCC2CCCO2)cc1 (centres undefined)	-3	13	99	0	104	1.8	104	3	10
CCN(Cc1ccccc1)C(=O)COC(=O)[C@@H]1CCCN1C(=O)c1cccs1	4	-2	100	1	91	x	99	x	x
Brc1cccc(/C=N/Nc2nn[nH]n2)c1	-1	7	80	0	92	-0.2	94	9	2
O=C(c1ccc(F)cc1)n1c(NCc2ccccc2)n[nH]c1=S	-1	9	122	9	96	0.8	93	-17	-13
CCOc1ccccc1/C=N/n1c(C)nc2ccccc2c1=O	-1	6	109	0	110	0.6	106	0	2
O=C(NC(=S)Nc1ccccc1OC(F)F)c1ccc2c(c1)OCO2	-2	-7	91	0	93	x	93	x	x
Cc1ccc(-n2nnnc2SCc2nc3sc(C)c(C)c3c(=O)[nH]2)cc1	2	-6	108	5	107	-12	91	-55	-16
CN1CCC(=NNC(=O)CN(c2ccc([N+](=O)[O-])cc2)S(=O)(=O)c2ccccc2)CC1	9	10	104	0	106	-1.8	105	-7	-2
N#Cc1c(NC(=O)COC(=O)c2ccc(O)cc2O)sc2c1CCC2	1	2	76	9	100	x	101	7	1
NC(=O)c1nn(-c2cccc(Cl)c2)c(=O)cc1O	2	8	119	0	90	0.8	89	5	3
CC(Oc1ccc(Cl)cc1Cl)C(=O)/C=C/N(C)C (centres undefined)	0	-1	99	16	95	0.4	107	-4	5
Cc1ccc(-n2c([C@@H]3C[C@H]3c3ccccc3)n[nH]c2=S)cc1	4	11	95	1	112	-0.1	105	-25	-9
O=C(Nc1ccc(Cl)cc1)N1CCN(c2ncccn2)CC1	-1	1	98	0	92	-2.3	88	1	8
CCOc1ccc2nc3c(cc2c1)CN(CCOC)C(=NC)S3	-1	9	97	14	x	0.9	95	7	-1
Cn1c(NC(=O)C[n+]2cc(-c3ccc(F)cc3)n3c2CCC3)cc(=O)n(C)c1=O	4	5	88	0	111	-0.8	112	7	4
CC(C)c1nc2oc3ccccc3c(=O)c2c(=O)n1-c1ccccc1	5	-6	99	0	90	-1.0	95	-3	0
CCC(Sc1nc(-c2ccccc2)c(C#N)c(=O)[nH]1)C(=O)Nc1cc(C)on1 (centres undefined)	-2	15	96	0	89	1.4	87	-4	-2

Next records
SMILES	GLD-1 TGE inh	VLA-4 inh	Yeast superoxide	GRK2 inh	CIT2-GFP yeast	MEX-5 binding	AGP1 TOR yeast	MCL1 BIM primary	BCLXL inh
COC(=O)CCCC1=CC2=CC(=O)C(C)(OC(=O)c3cccs3)C(=O)C2=CN1CCCCO (centres undefined)	1	28	99	1	91	1.9	100	6	5
CSCCC(NC(N)=O)C(=O)N(C)CC(=O)Nc1cc(C)ccc1C (centres undefined)	0	-34	89	4	112	2.6	105	6	5
CC(C)(C)C(=O)NC1CC2CCCC(C1)N2C(=O)Nc1cccc(Cl)c1 (centres undefined)	-4	-5	92	0	109	-0.8	104	6	6
Cc1ccc(NS(=O)(=O)N2CCOCC2)cc1Cl	3	0	99	4	114	-2.7	107	5	3
CC(C)COC(=O)NCC12C=CC(O1)C1C(=O)N(c3ccc(Cl)cc3)C(=O)C12 (centres undefined)	-2	28	110	0	86	0.6	94	8	9
CCCN(CC(=O)Nc1ccccc1OC)C(=O)CC1CCCC1	1	-15	85	0	92	x	93	5	4
O=C(OCC(=O)N1CCOCC1)c1cc(-c2ccccc2)nc2ccccc12	2	9	110	5	101	x	97	x	x
O=c1c2cc(Cl)ccc2nc(-c2ccc(Cl)c(Cl)c2)n1O	1	10	100	0	80	-1.4	80	6	1
CCCNC(=O)OCc1cccnc1Sc1ccc(C)cc1	6	0	92	0	74	-0.9	93	8	4
COc1ccc(C(=O)CN(C(=O)c2ccc(Cl)cc2)N2C(=O)c3ccccc3C2=O)cc1	6	11	82	2	105	0.3	103	3	1
CCOC(=O)Nc1ccc2c(c1)N(C(=O)N(C)C)c1ccccc1CC2	8	1	94	1	92	0.9	95	3	-4
CSc1nsc(SC)c1NC(=O)OCC1CCCO1 (centres undefined)	7	-4	103	2	99	0.8	102	-1	4
COc1nc(OCCNS(=O)(=O)c2ccc(C)cc2)nc(N(C)C)n1	-6	-7	100	0	99	1.7	93	-2	0
CCCOc1ccc([N+](=O)[O-])cc1C1NC(=S)NC(c2ccccc2)=C1C(=O)OCC (centres undefined)	6	1	90	0	106	2.3	104	7	4
Cc1ccc(C(=O)O)cc1-c1ccc(/C=C2\SC(=O)N(CC(=O)Nc3ccccc3)C2=O)o1	-4	4	103	7	100	-19	101	18	11
Cc1cccc2cc(C(c3nnnn3C(C)(C)C)N3CCN(C(=O)c4ccco4)CC3)c(=O)[nH]c12 (centres undefined)	5	10	98	0	78	-7.1	84	6	7
CC1C2C(C)N(C)C(=O)N(C)C2N(C)C(=O)N1C (centres undefined)	41*	0	105	2	106	-40*	103	85*	81*
COc1ccc(C(=O)N2CCN=C2SC)cc1OC	-8	4	111	3	96	1.3	99	-5	-4
CC(C)N(C)C(=O)CCc1nnc(CCc2c[nH]c3ccccc23)o1	7	11	109	3	95	1.3	96	-1	-1
COc1ccc(C2CC(c3ccccc3)=NN2C(=O)CN2N=NC3C(=O)N(c4cccc(F)c4)C(=O)C32)cc1 (centres undefined)	-6	-6	98	0	93	6.8	93	-6	1
COc1ccc(C2(C(=O)Nc3ccccc3)CCOCC2)cc1	-8	12	110	2	111	4.1	106	8	4
CCOc1ccc(NC(=O)CCC(=O)NNC(=O)COc2ccc(C)cc2)cc1	2	0	106	0	107	1.8	107	6	6
Nn1c(SCC(=O)Nc2ccc(OC(F)F)cc2)nnc1-c1ccco1	4	-7	102	0	93	2.4	94	-1	-6
O=C(/C=C/c1ccco1)Nc1cccc(S(=O)(=O)N2CCOCC2)c1	0	6	104	0	111	-0.3	107	-12	-1
Cc1cc(C)n2nc(SCC(=O)N(C)C3CCCCC3)nc2n1	0	9	95	0	112	-1.0	107	-6	-3

Next part, starting with the last two of the part before.
SMILES	GLD-1 TGE inh	VLA-4 inh	Yeast superoxide	GRK2 inh	CIT2-GFP yeast	MEX-5 binding	AGP1 TOR yeast	MCL1 BIM primary	BCLXL inh
O=C(/C=C/c1ccco1)Nc1cccc(S(=O)(=O)N2CCOCC2)c1	0	6	104	0	111	-0.3	107	-12	-1
Cc1cc(C)n2nc(SCC(=O)N(C)C3CCCCC3)nc2n1	0	9	95	0	112	-1.0	107	-6	-3
CC1CN(S(=O)(=O)c2ccc(C(=O)N3c4ccccc4CC3C)cc2)CC(C)O1 (centres undefined)	8	-1	127	0	99	x	94	1	-3
O=C1C(c2c(O)[nH]c3ccccc23)=Nc2ccccc21	11	3	105	2	104	0.5	98	0	0
NC(=O)CN1C(=O)NC2(CCCc3ccccc32)C1=O (centres undefined)	1	0	91	6	106	-2.0	107	-5	2
Cc1cc(Cl)ccc1OCC(=O)NNC(=O)C1CCCO1 (centres undefined)	-5	0	105	2	109	1.2	105	-5	-2
COc1cccc(-c2nc3ccccc3c(=O)o2)c1	-5	10	91	0	108	-0.3	93	3	5
O=C(COc1ccc(Cl)cc1)N/N=C/CCc1ccccc1	2	8	113	0	105	-0.8	104	1	1
O=C(N/N=C/c1ccoc1)c1cccc(OC(F)(F)C(F)F)c1	-5	-1	86	0	104	0.7	117	7	5
COCCCNC(=O)c1cccc(NC(=O)c2ccccc2)c1	7	-9	86	0	99	-0.2	93	10	5
Cc1ccnn1-c1ccc(C(=O)NCc2ccccc2CN2CCOCC2)cc1	-2	7	108	0	110	x	100	x	x
Cc1cccc(NC(=O)Nc2cccnc2)c1C	x	5	94	0	91	x	88	x	x
Cc1c(NC(=O)COc2c(F)c(F)c(F)c(F)c2F)c(=O)n(-c2ccccc2)n1C	2	3	110	0	111	0.8	117	-3	-1
O=C(O)c1cccc2c1C(=O)c1ccc(-c3ccc(F)cc3F)cc1S2(=O)=O	-3	21	105	0	97	x	105	6	8
Oc1ccccc1N1CCN(c2ncnc3sc(-c4ccccc4)cc23)CC1	4	-8	113	0	89	0.7	101	5	4
Cc1ccc(CN2CCN(Cc3nc(C(C)C)cs3)CC2CCO)cc1 (centres undefined)	-6	9	79	9	95	-1.0	104	-16	-13
O=[N+]([O-])c1ccc(NC2CCCC2)cc1	-3	0	98	3	98	3.7	93	5	2
CC12CCC(C(=O)Nc3ccccc3)(C/C1=N\O)C2(C)C (centres undefined)	1	6	101	1	88	-0.2	107	-4	-2
CCN1CC=C2C(C1)C(c1ccc(Cl)s1)C(C#N)=C(N)C2(C#N)C#N (centres undefined)	76*	-124	105	2	103	u	105	114*	102*
CC(C)(C)C1CCC(=O)N(CCSc2ccccc2)CC1 (centres undefined)	3	13	99	0	85	0.3	87	3	-2
CC(C)(C)c1ccc(C(=S)N2CCN(c3ccccc3)CC2)cc1	-3	7	94	0	102	-3.8	108	5	6
NC(=O)C1CCN(CCS(=O)(=O)c2ccc(Cl)cc2)CC1	-2	-2	91	0	97	-2.8	106	-4	0
Cc1cc(NC(=O)COC(=O)COc2ccc3c4c(c(=O)oc3c2)CCC4)no1	3	-6	111	4	102	0.2	102	-6	1
CCc1ccc(C(C(=O)NC(C)(C)CC)N(Cc2ccco2)C(=O)Cn2nnc3ccccc32)cc1 (centres undefined)	-5	-9	95	0	84	2.9	98	7	1
Nc1c(Cl)cc(C2=NCCn3c2c2ccc(C(F)(F)F)cc2[n+]3[O-])cc1Cl	2	-5	74	3	102	-2.3	98	1	3
CCC(=O)N1CCc2cc(Br)cc(S(=O)(=O)N(C)c3ccc(OC)cc3OC)c21	8	-8	99	3	93	0.5	102	0	2
CCC(C)c1ccccc1NC(=O)CN(CC)CC(=O)Nc1ccc2c(c1)OCCO2 (centres undefined)	11	6	111	0	108	x	98	x	x
